High-throughput results deposited in PubChem BioAssay by several laboratories.
Scp-1 inhibitor = blocks human Scp-1 phosphatase activity; Recombinant Scp1, phosphopeptide, malachite green phosphate absorbance; inhibition, % at 20 µM; actives 0.88% (n = 340,000);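 active means inhibition above about 50% at 20 µM, limit read from the data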;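 further: plate controls were DMSO wells with enzyme for no effect and wells lacking enzyme for full effect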
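System: truncated SCP-1 phosphatase (76-261aa); medium: Tris acetate buffer pH 5.5 with MgCl2 and Tween-20; incubation: 45 min room-temperature reaction, 5 min colour, 30 min stabiliser; compound: single 20 µM dose, 1% DMSO; reagent: Phosphorylated 17-residue peptide substrate; read-out: % inhibition at 20 µM; technique: colorimetric free-phosphate detection, absorbance 630 nm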
CSN deneddyl inh = blocks human CSN-mediated cullin deneddylation. Q92905. inhibition, % at 12.5 µM. Purified CSN, SCF-Nedd8-OG deneddylation, fluorescence polarization. actives 0.38% (n = 360,000);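 active means pattern-corrected inhibition above about 35%, with an unprinted fluorescence ratio check between 0.5 and 1.5, limit read from the data, passing the limit was not always enough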;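 further: 0% = enzyme with substrate and 100% = substrate without enzyme; some results filed as inactive read as strong as hits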
Target sequence (Q92905 whole entry, looked up, one chain of several): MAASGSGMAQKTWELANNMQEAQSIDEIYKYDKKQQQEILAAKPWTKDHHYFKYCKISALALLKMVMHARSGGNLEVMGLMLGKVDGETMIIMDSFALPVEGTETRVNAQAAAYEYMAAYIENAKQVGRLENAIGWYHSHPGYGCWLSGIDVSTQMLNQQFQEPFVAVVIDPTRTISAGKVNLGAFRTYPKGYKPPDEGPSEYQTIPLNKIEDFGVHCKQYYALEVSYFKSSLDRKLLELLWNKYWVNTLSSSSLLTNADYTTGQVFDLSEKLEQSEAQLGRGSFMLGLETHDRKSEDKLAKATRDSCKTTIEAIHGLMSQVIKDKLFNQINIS
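Assay system: purified human Csn5 enzyme expressed in HEK293T cells; Input: 0.24 nM Csn5 enzyme, final concentration; Reagent: 10 nM SCFSkp2-Nedd8OG; Compound dosing: 12.5 µM single point; Times: reaction 90 min, room temperature; Technique: fluorescence polarization readout.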
DNMT1 inh = blocks human DNA methyltransferase DNMT1. P26358. DNMT1 molecular beacon, Hinp1I cleavage, fluorescence. inhibition (reported as % activation of signal), % at 10 µM. actives 0.83% (n = 360,000); in the data active means inhibition above about 50%
Tb MetRS inh = Trypanosoma brucei MetRS inhibition; inhibition, % at 11.9 µM; actives 0.4% (n = 360,000); purified T. brucei MetRS, ATP depletion, Kinase-Glo luminescence;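 active means inhibition above a per-plate cutoff of the control wells' mean inhibition plus 3 SD, cut at about 5.5% in these data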;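 further: 0% = DMSO wells median and 100% = median of wells with control inhibitor compound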
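Dosing: 11.9 µM compound single dose, 0.9% DMSO; Assay system: purified T. brucei MetRS enzyme; Measured by: Kinase-Glo luciferase luminescence reporting remaining unconsumed ATP; Schedule: 15 min plus 2 h at 25 °C.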
NadD block = blocks S. aureus nicotinate mononucleotide adenylyltransferase | inhibition, % at 20 µM | actives 0.78% (n = 360,000) | purified NadD enzyme, colorimetric absorbance read-out; in the data active means inhibition above about 26%; further: some compounds past the cut are filed as inactive
SUMO1-SIM PPI = SUMO1-SIM interaction modulation; SUMO1 binding to a labelled peptide, TR-FRET, 1 h; P63165; AID 602429; actives 0.33% (n = 360,000); inhibition, % at 20 µM; in the data active means inhibition above about 37%
Target sequence (P63165 whole entry, looked up): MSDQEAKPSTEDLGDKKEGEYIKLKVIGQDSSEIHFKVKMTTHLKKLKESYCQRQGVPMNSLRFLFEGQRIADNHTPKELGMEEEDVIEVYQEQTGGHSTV
STEP block = STEP (human) phosphatase inhibition; P54829; recombinant STEP, OMFP fluorogenic substrate, fluorescence; inhibition, % at 20 µM; actives 0.25% (n = 360,000);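 active means inhibition at 20 µM, scaled per plate between control wells, above about 37%, limit read from the data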;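 further: 0% = DMSO with enzyme and substrate and 100% = substrate only without enzyme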
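Also added – OMFP at 25 µM · Test system – STEP tyrosine phosphatase · Technique – FITC-channel fluorescence of OMFP product · Schedule – 20 min at room temperature, dark · Evaluation – control-normalized % inhibition with plate pattern correction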
Rpn11 inh = Rpn11 (human) deubiquitinase inhibition | human 26S proteasome, Ub4-pepOG fluorescence polarization; 20S core pre-blocked with epoxomicin | AID 588493 | O00487 | calls only at 20 µM | actives 0.59% (n = 360,000);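 active means inhibition at 20 µM, scaled to each plate's controls, above about 33%, limit read from the data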
Target sequence (O00487 whole entry, looked up): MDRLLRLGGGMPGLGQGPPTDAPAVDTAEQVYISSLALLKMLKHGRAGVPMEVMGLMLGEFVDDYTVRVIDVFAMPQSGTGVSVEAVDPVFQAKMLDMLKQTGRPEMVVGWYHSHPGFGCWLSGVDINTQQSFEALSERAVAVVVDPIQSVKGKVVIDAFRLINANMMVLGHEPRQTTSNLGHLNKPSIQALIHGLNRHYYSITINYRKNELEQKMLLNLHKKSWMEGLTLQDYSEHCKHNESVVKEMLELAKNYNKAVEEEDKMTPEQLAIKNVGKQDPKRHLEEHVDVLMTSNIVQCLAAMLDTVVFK
LMPTP block = blocks human LMPTP phosphatase. P24666. recombinant LMPTP-A, OMFP fluorogenic substrate, fluorescence intensity. inhibition, % at 20 µM. actives 0.22% (n = 360,000);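 active means compounds that cut the enzyme signal by at least half of the control window in the single-dose screen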;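 further: plate controls were DMSO wells with enzyme plus substrate for no effect and substrate without enzyme for full effect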
Target sequence (P24666 whole entry, looked up): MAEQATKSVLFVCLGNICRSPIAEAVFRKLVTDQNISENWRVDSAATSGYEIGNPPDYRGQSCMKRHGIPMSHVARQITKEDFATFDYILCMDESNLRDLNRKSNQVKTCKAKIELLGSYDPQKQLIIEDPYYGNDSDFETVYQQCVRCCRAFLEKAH
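Assay system: LMPTP-A phosphatase enzyme | Input: 0.625 nM enzyme | Also added: Fluorogenic phosphatase substrate OMFP at 400 µM final | Compound dosing: One test concentration per compound, 20 µM, with 3% DMSO overall | Schedule: 50 min enzyme reaction at room temperature, protected from light | Signal: Fluorescence intensity | Benchmarks: no-enzyme and uninhibited controls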
MLLE-PAM2 inh = blocks PAM2 peptide binding to the PABP1 MLLE domain; actives 0.36% (n = 360,000); GST-MLLE / FITC-PAM2 fluorescence polarization; AID 588489; P11940; inhibition, % at 20 µM; in the data active means inhibition above about 35%, passing the limit was not always enough;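 further: plate controls were DMSO wells with GST-MLLE for no effect and wells lacking GST-MLLE protein for full effect; some results filed as inactive read as strong as hits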
Numbers without * were called inactive; i = inactive; x = no result given.

SMILES	Scp-1 inhibitor	CSN deneddyl inh	DNMT1 inh	Tb MetRS inh	NadD block	SUMO1-SIM PPI	STEP block	Rpn11 inh	LMPTP block	MLLE-PAM2 inh
COCC(=O)N(C)c1nnc(-c2ccccn2)s1	0	1	4	-0.4	-4	4	-7	i	-0.1	11
C[n+]1c2n(c3ccccc31)N=C(c1ccc(-c3ccccc3)cc1)CS2	6	-4	7	0.1	9	-24	2	i	4.1	20
CN(C)S(=O)(=O)c1ccc(N2CCCC2)c(C(=O)N2CCN(S(=O)(=O)c3cccc(F)c3)CC2)c1	-5	-4	-1	0.1	-4	-2	1	i	0.7	-3
COCCNS(=O)(=O)c1ccc(OCC(=O)OC)c(Cl)c1	-5	-5	5	-0.3	2	1	2	i	-1.1	8
Cc1cc(NC(=O)C2CCCCC2C(=O)O)no1 (stereo not drawn)	-5	-2	0	0.2	-6	-2	-1	i	-1.4	2
C/C(=N\NC(=O)C1CC1)c1ccc(N2CCOCC2)cc1	-4	1	-1	-0.1	-8	-1	-3	i	-1.5	10
COc1cc(OC)c(NC(=O)c2ccc(F)cc2)cc1Cl	5	-5	6	-1.1	0	-1	-6	i	-0.4	1
CSc1ncccc1C(=O)OCC(=O)NC12CC3CC(CC(C3)C1)C2	-10	-5	-7	0.1	-2	5	2	i	2.7	11
CCOC(=O)C1=C(C)C(c2cccc(Oc3ccccc3)c2)NC(=S)N1 (stereo not drawn)	3	1	0	-0.7	-5	-3	0	i	0.2	-141
CN(C)c1nccc(NCc2ccccc2)c1C#N	-1	-3	1	-0.7	2	-2	-3	i	-0.8	4
O=C(NCCCN1CCOCC1)/C(=C/c1ccc(F)cc1)NC(=O)c1ccccc1	-3	-5	1	0.1	-4	-5	0	i	-3.0	11
O=C(NCC(=O)N1CCN(c2ncccn2)CC1)c1cccs1	3	1	2	-0.9	-4	0	3	i	-1.1	-68
CCOC(=O)C1CCCN(C(=O)c2ccc(NC(=O)CC3SC(N4CCCC4)=NC3=O)cc2)C1 (stereo not drawn)	-7	2	2	-0.1	-4	6	0	i	-1.2	2
O=C(N/N=C/c1ccco1)c1cc2ccccc2o1	-5	-2	1	-0.4	-2	-25	0	i	-0.9	6
C#C[C@]1(O)CC[C@H]2[C@@H]3CCc4cc(OC5CCCC5)ccc4[C@H]3CC[C@@]21C	-12	1	-12	-1.1	-6	6	2	i	5.2	6
O=C1CSC(=NC2CCCCC2)N1	-3	-7	-3	-1.0	0	-1	2	i	-2.1	24
C[C@H](CO)N1C[C@H](C)[C@@H](CN(C)S(=O)(=O)c2cn(C)cn2)OCc2cnnn2CCCC1=O	x	-3	0	0.5	7	-3	1	i	-1.3	-3
O=C(CCN1C(=O)COc2ccccc21)NCc1cccs1	-2	-2	1	-0.9	-1	4	-1	i	-0.7	8
O=C(c1ccc(Cl)cc1)N1CCC(N2CCC(C(=O)N3CCOCC3)CC2)CC1	-2	-2	0	-0.5	-8	-3	0	i	0.3	-4
COc1ccc(Cl)cc1C(=O)NNC(=O)c1n[nH]c2ccccc12	-6	-1	9	-0.2	1	-1	0	i	-0.5	-1
COc1cccc(N(CC(=O)O)S(=O)(=O)c2ccccc2)c1	-8	5	6	0.0	-3	2	-2	i	-2.4	-1
O=C(NC1CCCC1)C1CC(O)CN1C(=O)Nc1ccccc1 (stereo not drawn)	-4	6	3	-0.3	2	-1	-2	i	-2.2	6
CC1CCCC(NC(=O)COC(=O)Cc2ccc(Br)cc2)C1C (stereo not drawn)	-12	-9	20	-0.5	0	1	1	i	-4.6	0
Cn1c(=O)[nH]c(=O)c2c1nc(NCc1ccccc1)n2Cc1ccc(F)cc1	0	1	7	-0.4	0	3	-2	i	-0.9	-3

2 of these compounds, set out differently.
Values in the order: Scp-1 inhibitor	CSN deneddyl inh	DNMT1 inh	Tb MetRS inh	NadD block	SUMO1-SIM PPI	STEP block	Rpn11 inh	LMPTP block	MLLE-PAM2 inh
- O=C(c1ccc(Cl)cc1)N1CCC(N2CCC(C(=O)N3CCOCC3)CC2)CC1
 : -2	-2	0	-0.5	-8	-3	0	i	0.3	-4
- COc1ccc(Cl)cc1C(=O)NNC(=O)c1n[nH]c2ccccc12
 : -6	-1	9	-0.2	1	-1	0	i	-0.5	-1

Continuation:
SMILES	Scp-1 inhibitor	CSN deneddyl inh	DNMT1 inh	Tb MetRS inh	NadD block	SUMO1-SIM PPI	STEP block	Rpn11 inh	LMPTP block	MLLE-PAM2 inh
CC(C)(C)c1ccc(C(=O)Nc2ccc(F)cc2)s1	-15	-3	11	-1.1	-9	-2	2	i	2.9	-7
Cc1ccc(S(=O)(=O)N/N=C/c2cccc3nccnc23)cc1	-2	-6	-4	0.5	-1	-20	8	i	1.3	-50
O=c1cc(-c2ccccc2)nc2cc(-c3ccc(F)cc3)[nH]n12	0	3	4	-0.1	1	3	0	i	1.5	-3
COc1ccc(/C=N/NC(=O)CNC(=O)C2COc3ccccc3O2)cc1OC (stereo not drawn)	-7	1	-4	-0.1	-1	-8	0	i	0.0	-5
CCN1CCCC1CNC(=O)Cn1nc(C)n2nc(-c3ccccc3)cc2c1=O (stereo not drawn)	-4	6	0	-0.8	-8	-3	-2	i	-2.1	-10
Cc1cc(Cl)ccc1OCC(=O)NCCCn1ccnc1	-6	-4	-4	0.7	-4	-4	1	i	-7.2	11
Cc1ccc2nc(NC(=O)CSc3nc4ccccc4o3)sc2c1	2	0	1	-0.3	4	4	0	i	1.7	-75
O=C(NCc1ccccc1)c1ccc(-c2cn[nH]c2)c2ccoc12	x	3	2	-0.3	-1	8	4	i	-12	4
CCOc1ccc2nc(N/C(N)=N/S(C)(=O)=O)nc(C)c2c1	-11	3	-1	-0.7	-8	-14	2	i	-0.9	7
CCc1ccc(N2CC(C(=O)NCc3ccco3)CC2=O)cc1 (stereo not drawn)	-5	3	0	-0.1	4	0	3	i	-1.4	-12
CCc1ccccc1NC(=O)CCC(=O)Nc1nnc(C(C)C)s1	-3	-3	2	-1.0	-4	-2	-2	i	-1.6	-9
COCCNC(=O)c1cc(-c2ccccc2)nn1CC1CC(c2cccnc2)=NO1 (stereo not drawn)	-4	1	2	-0.6	0	-2	-2	i	-0.4	2

In another format: two of the compounds above
Results follow in this order: Scp-1 inhibitor, CSN deneddyl inh, DNMT1 inh, Tb MetRS inh, NadD block, SUMO1-SIM PPI, STEP block, Rpn11 inh, LMPTP block, MLLE-PAM2 inh
> O=c1cc(-c2ccccc2)nc2cc(-c3ccc(F)cc3)[nH]n12
    0, 3, 4, -0.1, 1, 3, 0, i, 1.5, -3
> COc1ccc(/C=N/NC(=O)CNC(=O)C2COc3ccccc3O2)cc1OC (stereo not drawn)
    -7, 1, -4, -0.1, -1, -8, 0, i, 0.0, -5

Next part.
SMILES	Scp-1 inhibitor	CSN deneddyl inh	DNMT1 inh	Tb MetRS inh	NadD block	SUMO1-SIM PPI	STEP block	Rpn11 inh	LMPTP block	MLLE-PAM2 inh
COc1ccc(CC(=O)Nc2c(C(=O)N3CCN(c4ccccc4OC)CC3)oc3ccccc23)cc1OC	-2	3	-2	0.3	5	4	0	i	0.5	-4
CCOC(=O)c1cc(CC)sc1/N=C/C1C(=O)CCCC1=O	-4	1	6	-0.6	-2	-2	3	i	-0.6	37
OC(CCCC(O)c1ccccc1)c1ccccc1 (stereo not drawn)	-5	-3	17	-0.1	0	6	0	i	-0.3	-2
Cn1c(=O)[nH]c(=O)c2c1nc(N1CCOCC1)n2CC(=O)c1ccccc1	-7	4	0	-0.3	-3	4	0	i	-1.2	-10
Cc1ccc(C)c(N(CC(=O)NC2CCCCC2)C(=O)CNC(=O)c2ccco2)c1	-5	6	-2	-0.4	0	-1	-3	i	-0.7	-11
COc1ccccc1NS(=O)(=O)c1ccc(C(=O)NCC2(N(C)C)CCCCC2)cc1	-8	5	0	-0.4	-2	0	3	i	1.7	12
CC(C)C(=O)N1CCN(c2ccccc2NC(=O)c2ccc(C#N)cc2F)CC1	-7	4	-1	-0.2	-4	-4	1	i	-1.8	-17
CCOC(=O)C1=C(Nc2ccc(Cl)cc2)OCC1=O	0	1	5	-0.9	0	5	3	i	-0.9	-2
Cc1nn(Cc2ccccc2Cl)c(C)c1C(=O)NCCN1C(=O)S/C(=C\c2ccccc2)C1=O	-1	6	14	-0.9	-5	1	5	i	0.1	2
Cn1c(=O)c(=O)n(C)c2cc(S(=O)(=O)Nc3ccc(OC(F)(F)F)cc3)ccc21	5	1	-4	-1.4	9	8	1	i	-1.3	0
CCOC(=O)c1sc(N/N=C/c2ccccc2)nc1C	-5	-4	4	0.2	2	0	7	i	5.1	20
COCCN(C(=O)c1ccco1)c1nnc(-c2ccc(OC)c(OC)c2)s1	-7	2	0	-0.9	-4	-6	10	i	-2.0	1
CCc1c(O)nc(SC2CC(=O)N(c3ccccc3)C2=O)[nH]c1=O (stereo not drawn)	-10	-6	1	-0.2	-2	-5	-1	i	-2.3	34
O=C(Nc1cc(S(=O)(=O)Nc2ccc(Cl)cc2)ccc1O)c1ccc(S(=O)(=O)N2CCCCCC2)cc1	81*	29	-1	-0.7	44*	5	6	i	2.9	28
Cc1ccc(F)cc1NC(=O)CCc1c(C)[nH]c(=O)c(C#N)c1C	-1	-2	1	-0.4	2	7	-2	i	0.6	1
CN(C)c1ccc(/C=C/C(=O)c2ccc(O)cc2)cc1	-2	38	-5	0.2	0	-80	-46	x	5.0	144
CC1(C(=O)Nc2cccnc2)Cc2c(-c3ccc4c(c3)OCO4)ccnc2O1 (stereo not drawn)	x	-2	1	-0.1	0	0	1	i	0.0	-2
CSc1sc(C(=O)N(C)C)cc1S(=O)(=O)C(C)C	-5	-5	0	0.1	0	0	-2	i	-0.2	5
CC(C)(C)C(=O)NCc1ccc(C(=O)CSc2nnc(-c3ccncc3)n2C2CC2)s1	-2	-4	-2	-0.5	3	-3	-3	i	-1.4	-12
Cc1c(C=O)cnn1CCC(=O)O	-4	4	1	-0.3	-2	2	-3	i	-1.5	0
Cc1cccc(NC(=O)C(=O)NCc2ccccn2)c1	-8	4	-1	-0.6	8	-3	-2	i	0.6	16
CCOc1ccc(CN2C(=O)c3ccccc3C2=O)cc1C(=O)Nc1nnc(SCC)s1	-3	4	17	-0.2	-2	2	1	i	0.1	-10
CC1CCN(C(=O)CSc2nnc(CNC(=O)c3ccco3)o2)CC1	-6	3	1	-1.0	-4	-1	2	i	-1.7	3
CCN(CC)C(=O)CSc1nc2ccccc2c(=O)n1-c1ccccc1OC	1	2	3	0.3	0	0	-2	i	-0.8	0
CCCc1nc2ccccc2n1Cc1ccccc1OC	-5	-4	1	-0.1	-1	0	0	i	6.0	-10

Random draw from the library. About 3.6% of those tested had a hit in this group.
